Source: PubChem
GLD-1 RNA inh – GLD-1-TGE RNA interaction inhibition (C. elegans); Q17339; purified GLD-1 + fluorescein TGE RNA, fluorescence polarization; inhibition, % at 5.96 µM; hit rate 0.44% among 320,000; AID 2280;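 active = percent inhibition above a per-plate cutoff, the plate mean of test compounds plus 3 SD, cut at about 30% in these data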;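 also: 0% = DMSO wells with GLD-1 and probe and 100% = wells lacking GLD-1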
MEX-5 binding – C. elegans MEX-5 TCR-2 RNA binding activity. Q9XUB2. MEX-5/FITC-TCR2 RNA binding, fluorescence polarization; active compounds read low. activity score (negative = inhibition of binding), % at 10 µM. hit rate 0.38% among 300,000. AID 1832;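 active = inhibition past about -25% in most replicates, and total fluorescence under double the plate's negative control median, limit read from the data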;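 also: 0% = DMSO and -100% = 5 µM competing unlabeled TCR2 RNA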
Target sequence (Q9XUB2 whole entry, looked up): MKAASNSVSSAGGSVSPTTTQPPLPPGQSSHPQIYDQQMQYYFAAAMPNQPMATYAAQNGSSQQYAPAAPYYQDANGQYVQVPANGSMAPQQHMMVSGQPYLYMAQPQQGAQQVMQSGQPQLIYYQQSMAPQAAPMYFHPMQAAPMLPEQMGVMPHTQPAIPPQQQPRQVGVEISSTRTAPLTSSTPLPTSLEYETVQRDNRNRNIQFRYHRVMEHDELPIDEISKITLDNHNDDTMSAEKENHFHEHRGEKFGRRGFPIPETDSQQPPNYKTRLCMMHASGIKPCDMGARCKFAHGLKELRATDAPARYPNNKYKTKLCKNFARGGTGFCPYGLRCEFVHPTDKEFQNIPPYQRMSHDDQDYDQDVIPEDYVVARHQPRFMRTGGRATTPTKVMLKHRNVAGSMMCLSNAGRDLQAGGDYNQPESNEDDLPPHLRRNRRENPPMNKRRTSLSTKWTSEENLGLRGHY
PME-1 inh – PME-1 (human) inhibition; recombinant PME-1, FP-Rh probe fluorescence polarization; inhibition, % at 5.9 µM; AID 2130; Q9Y570; hit rate 0.53% among 320,000;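 active = inhibition above the campaign mean of all compounds plus 3 SD, cut at about 26% in these data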;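 also: competitive labeling of PME-1 active site by serine hydrolase directed probe; 0% = PME-1 with DMSO and 100% = wells lacking PME-1 enzyme; inhibitors block probe labeling so polarization falls and inhibition rises; many of its hits are not listed in these tables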
Target sequence (Q9Y570 whole entry, looked up): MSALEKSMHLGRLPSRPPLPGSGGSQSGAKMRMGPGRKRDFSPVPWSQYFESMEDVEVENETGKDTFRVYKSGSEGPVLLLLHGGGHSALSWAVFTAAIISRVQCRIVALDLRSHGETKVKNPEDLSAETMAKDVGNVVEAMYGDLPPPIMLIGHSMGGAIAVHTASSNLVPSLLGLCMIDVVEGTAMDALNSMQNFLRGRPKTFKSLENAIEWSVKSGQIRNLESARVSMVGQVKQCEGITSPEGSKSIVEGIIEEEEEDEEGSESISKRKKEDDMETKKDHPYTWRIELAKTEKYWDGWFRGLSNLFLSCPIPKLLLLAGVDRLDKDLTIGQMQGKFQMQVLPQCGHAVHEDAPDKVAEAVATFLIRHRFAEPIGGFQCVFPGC
GSTO1 inh – counter-screen for RBBP9 inhibitors: inhibitors of human GSTO1; recombinant GSTO1, activity-based probe fluorescence polarization; inhibition, % at 5.96 µM; hit rate 1.1% among 300,000; AID 1974;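 active = inhibition above the campaign mean inhibition plus 3 SD, cut at about 35% in these data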;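 also: 0% = GSTO1-1 with DMSO and 100% = wells lacking GSTO1-1 enzyme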
Fam108B inh – Fam108B inhibition, counter-screen for RBBP9 inhibitors | hit rate 0.33% among 300,000 | AID 1947 | recombinant Fam108B, FP-Rh probe fluorescence polarization | inhibition, % at 9.51 µM;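 active = inhibition above the screen mean inhibition plus 3 SD, computed separately per campaign, cut at about 18% in these data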;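 also: inhibitors lower polarization as less probe binds the enzyme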
PAD4 FP inh – blocks human protein arginine deiminase 4. Q9UM07. hit rate 0.41% among 330,000. AID 485272. recombinant PAD4, RCA probe fluorescence polarization. inhibition, % at 6.36 µM;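 active = percent inhibition above a cutoff equal to the mean of all tested compounds plus 3 SD, cut at about 15% in these data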;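 also: 0% = PAD4 with RCA probe and DMSO and 100% = probe without PAD4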
MCL1-BIM inh – disrupts human MCL1 binding to BIM-BH3 peptide | hit rate 0.68% among 320,000 | Q07820 | GST-MCL1 / FITC-Bim-BH3 fluorescence polarization | inhibition, % at 10.9 µM;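 active = inhibition above the mean inhibition of all tested compounds plus 3 SD, set per campaign, cut at about 40% in these data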;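 also: 0% = DMSO wells and 100% = unlabeled Bim-BH3 peptide control; higher means more loss of mP so more displacement of Bim peptide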
TPT1 inhibitor – C. albicans TPT1 enzyme inhibition; inhibition, % at 5 µM; recombinant caTPT1, FP RNA substrate dephosphorylation; AID 1962; hit rate 0.81% among 300,000;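 active = inhibition above the mean of all tested compounds plus 3 SD, set per screening campaign, cut at about 24% in these data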;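 also: plate controls were DMSO alone for no effect and ferristatin control at 100 nM for full effect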
BCLXL inh – blocks human Bcl-xL binding to Bim BH3 peptide; Q07817; hit rate 0.7% among 320,000; inhibition, % at 10.9 µM; GST-Bcl-xL / FITC-Bim BH3 peptide fluorescence polarization;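 active = inhibition above the mean of all tested compounds plus 3 SD, cutoff set per campaign, cut at about 30% in these data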;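 also: 0% = DMSO wells and 100% = unlabeled Bim-BH3 peptide competitor; inhibitors lower millipolarization by displacing the labeled peptide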
Target sequence (Q07817 whole entry, looked up): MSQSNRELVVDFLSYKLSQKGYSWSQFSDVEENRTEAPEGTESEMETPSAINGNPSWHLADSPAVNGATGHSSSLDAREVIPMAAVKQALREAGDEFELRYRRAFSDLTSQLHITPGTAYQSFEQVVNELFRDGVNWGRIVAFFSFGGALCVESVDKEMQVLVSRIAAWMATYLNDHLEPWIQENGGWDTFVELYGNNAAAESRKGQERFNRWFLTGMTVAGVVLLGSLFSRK
Starred values were filed as active, the others as inactive; · = not tested or not shown. This is a subset; rates above refer to the full screens.

SMILES	GLD-1 RNA inh	MEX-5 binding	PME-1 inh	GSTO1 inh	Fam108B inh	PAD4 FP inh	MCL1-BIM inh	TPT1 inhibitor	BCLXL inh
CCn1c(SCC(=O)Nc2ccc3c(c2)OCCO3)nnc1-c1c[nH]c2ccccc12	3	-0.3	5	-2	0	4	2	-4	3
CC1CCCC(NC(=O)CNC(=O)c2cccs2)C1C (stereo not drawn)	7	-2.1	-2	5	0	1	-4	2	2
N#Cc1nc(-c2ccco2)oc1N1CCc2ccccc2C1	-2	-1.4	0	-7	0	-4	-4	9	0
COc1cc(Br)cc(C(c2c(C)n(C)n(-c3ccccc3)c2=O)c2c(C)n(C)n(-c3ccccc3)c2=O)c1O	2	1.2	3	4	0	-4	10	-3	7
Nc1nc(SCC(=O)OCc2ccccc2)[nH]c(=O)c1NC(=O)c1ccco1	7	-0.8	4	0	3	1	-1	-3	-3
CC(=O)c1ccc(N(C(=O)CS(=O)CC(=O)Nc2ccc(F)cc2)C(C(=O)NC2CCCCC2)c2cccs2)cc1 (stereo not drawn)	2	2.5	-11	-1	-14	-2	3	2	-1
COc1ccc(CCN2C(=O)CSC2c2ccc(OC)c(OC)c2)cc1OC (stereo not drawn)	2	-0.2	5	4	1	-1	5	-2	4
Nn1c(SCc2ccccc2F)nnc1-c1cccnc1	-3	1.9	-6	7	2	2	-1	2	2
COc1cccc(/C=C2\CCC(C3CCCC3)C2=O)c1 (stereo not drawn)	5	-1.0	2	0	-1	-2	4	2	1
O=S1(=O)c2ccccc2C(CCO)N1Cc1ccccc1 (stereo not drawn)	7	1.6	1	-7	1	0	5	-1	1
Cc1nn(Cc2ccccc2)c(C)c1C(=O)NCCCN1CCCC1=O	7	·	0	·	·	0	1	·	5
CN(C)c1ccc(/C=N/N2C(=S)SC(C)(C)C2N(O)C(=O)Nc2ccc([N+](=O)[O-])cc2)cc1 (stereo not drawn)	10	3.9	5	0	33*	-3	-3	-5	-4
COc1cc(C=C2C(=O)OC(C)(C)OC2=O)cc(Cl)c1OCC(=O)Nc1ccccc1	7	0.8	-2	-9	-2	-5	-4	0	7
Nc1nnc(SCC(=O)Nc2cc(C(F)(F)F)ccc2N2CCOCC2)s1	5	2.6	8	1	3	-1	1	0	3
CCOc1cc(C2C(C(=O)c3ccccc3)=C(C(=O)OC)Nc3nnnn32)ccc1O (stereo not drawn)	-2	-1.1	-6	1	1	-3	0	1	2
CC1=C(C(=O)OCCBr)C(c2cccc3ccccc23)NC(=O)N1 (stereo not drawn)	0	-0.3	0	7	1	-1	-6	-1	-3
COc1cccc(N2CC(C(=O)Nc3nnc(SCC(=O)NC4CCCC4)s3)CC2=O)c1 (stereo not drawn)	1	-4.0	1	4	3	-5	3	2	5
CN(C)C(=O)C1Cc2ccccc2CN1S(=O)(=O)c1ccc(F)cc1 (stereo not drawn)	-6	2.1	-10	3	-4	-3	1	0	4
CCOC(=O)c1c(CSc2ccccc2)n(C)c2cc(Br)c(O)c(CN(C)C)c12	9	0.9	1	4	1	-4	6	1	12
O=[N+]([O-])c1ccccc1NCCNS(=O)(=O)c1ccc(Cl)cc1	0	-1.3	10	3	-1	-10	-3	-3	-1
Oc1cc(O)cc(-c2cc3ccc(O)cc3o2)c1	-7	-0.5	4	12	6	-5	-3	1	-2
O=C(/C=C/c1ccccc1)OCCCCN=C1NS(=O)(=O)c2ccccc21	0	-0.1	1	14	0	-5	-5	1	1
CNS(=O)(=O)c1cccc(C(=O)OCC(=O)C23CC4CC(CC(C4)C2)C3)c1	1	1.0	-5	-2	1	6	-2	-5	2
O=C(CSc1n[nH]c(-c2ccccc2O)n1)N1CCOCC1	2	-15	0	4	-3	-1	4	-8	-1
CC1CC(C)CN(C(=O)Cn2c(=O)oc3cc(S(=O)(=O)N4CCCC4)ccc32)C1 (stereo not drawn)	-2	-0.8	4	2	-1	2	4	0	2
Further compounds follow:
SMILES	GLD-1 RNA inh	MEX-5 binding	PME-1 inh	GSTO1 inh	Fam108B inh	PAD4 FP inh	MCL1-BIM inh	TPT1 inhibitor	BCLXL inh
O=C(Cc1ccc(-n2c(=O)c3ccccc3n(Cc3ccccc3Cl)c2=O)cc1)NCC1CCCO1 (stereo not drawn)	-1	3.7	4	6	0	2	-8	-4	-3
CCn1c(SCC(=O)c2ccc3ccccc3c2)nnc1-c1ccco1	3	-2.9	-6	29	-1	-4	-1	3	3
CC(C)Oc1ccc(Oc2ccc(C(F)(F)F)cn2)cc1	4	0.9	-3	3	2	-4	-1	1	6
CCOC(=O)c1c(NC(=O)c2cccs2)sc2c1CC(C)(C)OC2	-1	2.1	-10	-10	-11	-1	5	-1	3
COc1cccc(CNC(=O)c2cc3oc4ccccc4c3n2C)c1OC	2	-3.1	3	10	-3	-3	-2	0	-3
O=C(OCn1nnc2ccccc2c1=O)c1cn(-c2ccccc2)nc1-c1cccnc1	2	3.3	-4	-7	-3	0	-9	14	-7
Cc1cccc2nc(Cn3c(=O)n(CCCC(=O)NCc4ccco4)c(=O)c4ccccc43)cc(=O)n12	8	-1.4	2	1	-2	5	-1	1	7
CC(=O)Nc1nc2c(C)c(Cl)ccc2s1	2	-2.1	0	3	1	0	-7	-2	1
Nc1ccn(CC(=O)NCCc2ccccn2)c(=O)n1	-7	·	8	·	·	-7	5	·	-1
Cc1cccc(-c2cc(=O)c(C(=O)O)cn2-c2ccc(F)cc2F)c1	3	-1.6	2	-11	-1	2	4	-1	2
Cc1ccc2c(c1)N(CC(=O)NCc1cccs1)C(=O)C(C)O2 (stereo not drawn)	-1	0.5	-3	2	2	1	-5	-1	1
CC1CC(=O)C2=C(C1)Nc1ccccc1SC2c1ccc(F)cc1 (stereo not drawn)	7	2.9	5	-33	2	-1	6	1	2
COc1ccccc1N1CCN(C(=O)c2cc(C(=O)N3CCN(c4ccccc4OC)CC3)cc([N+](=O)[O-])c2)CC1	3	1.2	-8	2	-3	0	-6	0	3
O=C(c1ccc2c(Cl)c3c(nc2c1)CCCC3)N1CCC(N2CCCCC2)CC1	2	1.3	0	-7	0	-6	-4	-1	0
CCOC(=O)C1CCCN(C(=O)Cc2ccc(OC)c(OC)c2)C1 (stereo not drawn)	5	0.0	-2	5	-1	0	13	3	8
O=C(O)CCSc1ccc([N+](=O)[O-])cc1[N+](=O)[O-]	-3	1.8	-4	16	1	8	4	-1	4
FC(F)(F)c1ccc(-n2cn[nH]c2=S)cc1	5	2.8	0	7	1	0	-8	0	-8
COc1cc(OC)c(NC(=O)CN(C)S(=O)(=O)c2ccc(-c3ccc(=O)[nH]n3)s2)cc1Cl	-5	0.5	-13	-47	-12	-3	9	2	12
CS(=O)(=O)c1ccc(Cl)c(NC(=O)C2CC(=O)N(c3ccc4c(c3)OCCO4)C2)c1 (stereo not drawn)	4	-0.4	-4	5	4	0	-1	-2	1
CC(C)c1ccc(NC(=O)Cn2nnc(C(=O)NCc3ccco3)c2N)cc1	3	3.8	-5	0	-1	-1	-5	4	-6
Cc1cc(C)c(C#N)c(Nc2ccccc2Cl)n1	1	-1.5	3	0	4	-1	9	0	10
CC(C)N1C(=O)S/C(=C/c2ccc3c(c2)n(C)c(=O)n3C)C1=O	-2	-2.4	1	2	-1	-3	5	-5	8
O=C(c1ccccn1)N1CCCC(N2CCN(c3cccc(C(F)(F)F)c3)CC2)C1 (stereo not drawn)	4	1.2	-2	2	-1	0	9	0	5
N#C/C(=C\c1ccccc1O)C(=O)Nc1cccnc1	5	3.7	-5	9	0	-3	1	-2	7
Cc1c(NC(=O)CSc2nnnn2C)c(=O)n(-c2ccccc2)n1C	-2	2.9	-2	11	3	4	-5	-2	4
More results:
SMILES	GLD-1 RNA inh	MEX-5 binding	PME-1 inh	GSTO1 inh	Fam108B inh	PAD4 FP inh	MCL1-BIM inh	TPT1 inhibitor	BCLXL inh
CC(NC(=O)/C(=C/c1ccc(OC(F)F)cc1)c1ccccc1)c1ccccc1 (stereo not drawn)	8	0.7	-11	-3	-1	5	0	1	1
C/C(=N\Nc1cccc(C(=O)O)c1)c1ccc2c(c1)Nc1ccccc1S2	3	-8.9	13	30	20*	3	14	-3	20
N#Cc1cc2c([nH]c1=S)CCCC2	3	-1.2	-5	3	-3	0	9	-2	6
CCN(CC(=O)Nc1ccccc1-c1ccccc1)Cc1nc2ccccc2c(=O)[nH]1	-1	-1.6	2	1	-6	-1	-8	1	-1
Cc1cc(-c2nnc3n2N=C(c2ccccc2Br)CS3)n[nH]1	-5	0.1	-2	-5	0	2	1	-7	-8
CC1CCc2sc(C(=O)NN=C3CCC(c4ccccc4)CC3)cc2C1 (stereo not drawn)	7	1.7	-3	1	-2	0	4	-3	0
CCOC(=O)N1CCN(C(=O)c2cc(S(=O)(=O)N3CCc4ccccc43)ccc2OC)CC1	-11	0.3	-2	5	-1	-4	-6	2	-2
C=CCNc1nc(NCc2ccco2)nc(OCC)n1	0	0.1	0	2	2	2	13	-4	4
COc1ccc(N2CCN(Cc3cc(=O)oc4cc5c(cc34)CCCC5)CC2)cc1	-1	-0.9	3	-4	-5	-6	-8	-3	4
Cc1cc(S(=O)(=O)N2CCCC2)ccc1OCC(=O)Nc1ccccc1	7	5.9	4	2	-2	2	5	-2	2
O=C1N[C@@H](Cc2ccccc2)C(=O)N2[C@@H]3N(S(=O)(=O)c4ccc(F)cc4)c4ccccc4[C@]3(Br)C[C@@H]12	3	0.0	6	0	2	0	8	-3	6
COCCNc1nnc(SCC(=O)Nc2cc(C)on2)s1	0	·	-2	·	·	-1	5	·	2
OC(CNCC1CCCCC1)COc1ccccc1 (stereo not drawn)	4	-1.8	-1	5	0	2	3	2	2
O=C(c1ccc(N2CCOCC2)cc1)N1CCCC(Nc2ccccc2)C1 (stereo not drawn)	3	-1.3	10	3	5	2	3	0	6
O=C(O)c1n[nH]c2c1CCCCC2	0	1.8	-4	5	0	-1	7	-1	4
Nc1nc2n(n1)C(c1cccc(Br)c1)CC(c1ccccc1)N2 (stereo not drawn)	6	0.3	0	8	-1	-2	5	-1	3
CCOC(=O)N1CCC(N2C(=O)c3ccc(C(=O)O)cc3C2=O)CC1	-4	1.9	-8	-3	0	0	-4	-3	7
CS(=O)(=O)c1ccc(C(=O)OCC(=O)Nc2cccc(S(=O)(=O)N3CCCC3)c2)cc1	7	1.4	-2	13	3	-1	-2	4	1
O=C(OCC1CC(c2ccccc2)=NO1)c1ccc(Cl)cc1 (stereo not drawn)	14	0.7	-3	3	1	1	3	-5	5
O=C(Cc1ccc([N+](=O)[O-])cc1)Nc1ccc2c(c1)C(=O)NC2=O	-4	0.4	-4	33	2	4	10	0	3
COc1cc(CNS(=O)(=O)c2ccc3c(c2)CC(C)N3C(C)=O)cc(OC)c1OC (stereo not drawn)	-4	-1.5	0	1	-1	1	5	0	3
O=[N+]([O-])c1ccc(N2CCN(S(=O)(=O)c3ccccc3)CC2)cc1N1CCc2ccccc2C1	1	-0.5	-1	3	4	-5	4	3	-2
Cn1c(=O)c2c(nc(N3CCN(c4ccc([N+](=O)[O-])cc4)CC3)n2C)n(C)c1=O	-1	-1.7	7	2	-1	3	0	1	3
CCC(=O)Nc1cccc(NC(=S)NC(=O)c2ccccc2)c1	6	1.3	1	0	1	-6	12	-3	-2

2 compounds from above, limited to GLD-1 RNA inh and MCL1-BIM inh:
canonical_smiles	GLD-1 RNA inh	MCL1-BIM inh
Cc1cc(-c2nnc3n2N=C(c2ccccc2Br)CS3)n[nH]1	-5	1
O=C(c1ccc(N2CCOCC2)cc1)N1CCCC(Nc2ccccc2)C1 (stereo not drawn)	3	3
